Screening results: PubChem BioAssay, several laboratories
M. tuberculosis GlmU: inhibition of mycobacterial GlmU enzyme – biochemical, glucosamine-1-phosphate acetyltransferase (AID 1376) | inhibition, %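 (tested at 30 µM in the primary screen)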; hits with a dose series show IC50 in µM | M. tuberculosis GlmU acetyltransferase enzyme assay; higher % means a stronger effect | 220,000 compounds, 0.25% hits; in the data active = inhibition above about 13%;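 also: 0% = complete reaction with vehicle and 100% = reaction without substrate; strong numbers were not always called active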
RmlCD inh 1536: M. tuberculosis RmlC/RmlD inhibition | inhibition, % at 3.6 µM | P9WH09+P9WH11 | RmlC+RmlD coupled enzyme assay, percent inhibition; primary screen in compound mixtures | 160,000 compounds, 0.03% hits; in the data active = inhibition mostly above about 34%, no sharp cut-off; also: some results filed as inactive read as strong as hits
Target sequence (P9WH09 whole entry, looked up): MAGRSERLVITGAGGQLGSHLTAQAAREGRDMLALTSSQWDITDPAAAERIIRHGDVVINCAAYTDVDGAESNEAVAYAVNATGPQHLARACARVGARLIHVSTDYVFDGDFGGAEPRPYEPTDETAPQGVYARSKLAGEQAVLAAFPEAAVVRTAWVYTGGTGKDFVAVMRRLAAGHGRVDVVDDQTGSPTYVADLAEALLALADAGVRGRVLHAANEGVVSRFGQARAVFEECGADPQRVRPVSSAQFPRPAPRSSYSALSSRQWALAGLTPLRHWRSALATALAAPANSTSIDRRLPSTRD
Target sequence (P9WH11 whole entry, looked up): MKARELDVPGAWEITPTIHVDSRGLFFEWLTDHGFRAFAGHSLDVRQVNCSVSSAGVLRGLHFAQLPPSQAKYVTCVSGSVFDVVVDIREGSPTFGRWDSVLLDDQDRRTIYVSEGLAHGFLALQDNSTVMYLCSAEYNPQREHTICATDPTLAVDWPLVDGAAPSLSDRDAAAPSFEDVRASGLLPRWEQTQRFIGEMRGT
Starred values were filed as active, the others as inactive; . = not tested or not shown.

SMILES	M. tuberculosis GlmU	RmlCD inh 1536
CC(OC(=O)c1ccc(NS(=O)(=O)c2ccc3[nH]c(=O)[nH]c3c2)cc1)C(=O)Nc1cccc(Cl)c1Cl (stereo unspecified)	-0.4%	4
CCOC(=O)c1ccc(/C=C2/C=C(c3ccccc3)N(c3ccc(Cl)c(C(=O)O)c3)C2=O)cc1	6.3%	-10
O=C(COc1cccnc1[N+](=O)[O-])Nc1ccccc1Sc1ccccc1	-5.4%	-6
Cc1cc(C)c2c(N)c(C(=O)Nc3ncc(C)s3)sc2n1	6.3%	5
C/C(CC(=O)Nc1ccc2c(c1)OCCO2)=N\NC(=O)C(=O)Nc1ccccc1C	0.6%	-11
Cc1ccccc1CSCC(=O)c1c(N)n(CC(C)C)c(=O)n(C)c1=O	2.0%	-8
CCc1ccc(Cc2cnc(NC(=O)C3=NCCN3)s2)cc1	-3.0%	20
COc1ccc(/C=C2\SC(=N)N(c3nccs3)C2=O)cc1OC	-0.9%	-26
CC(C)OC(=O)c1cccc(C(=O)OCc2ccco2)n1	.	-3
CSc1ncc(Cl)c(C(=O)Nc2ccc(S(=O)(=O)N3CCOCC3)cc2)n1	5.2%	9
COc1ccc2[nH]c3c(=O)n(CCCCC(=O)N4CCC(C(N)=O)CC4)c(=S)[nH]c3c2c1	-1.2%	-7
Cn1cnnc1SCC(=O)N1N=C2/C(=C/c3ccco3)CCCC2C1c1ccco1 (stereo unspecified)	1.4%	61
CC(=O)Oc1ccccc1N(C(C)=O)S(=O)(=O)c1ccc(C)cc1	-5.3%	-10
CC(NC(=S)Nc1ccc(S(=O)(=O)N2CCOCC2)cc1)C1CC2CCC1C2 (stereo unspecified)	-7.5%	-9
COc1ccc(S(=O)(=O)N2CCCCCC2)cc1N(C)S(=O)(=O)c1ccccc1	-3.0%	0
CCOC(=O)COc1cccc2c(=O)n(CC(=O)N3CCN(C(=O)OCC)CC3)ccc12	-4.1%	.
O=c1[nH]c(=O)n(CCc2ccc(F)cc2)c(O)c1C=NCCCN1CCOCC1	1.8%	-11
CCOC(=O)c1c(NC(=O)/C=C/c2ccc3c(c2)OCO3)sc(C)c1C	5.5%	4
CC(=O)NS(=O)(=O)c1cccnc1Nc1cccc(Cl)c1	3.7%	4
Cc1ccc(NC(=S)N(Cc2ccc(Br)cc2)Cc2ccc(C(=O)O)cc2)cc1C	-1.6%	-9
Cc1ccccc1-n1nc(C)c2cc(C(=O)N3CCOCC3)sc21	6.5%	14
COC(=O)COC(=O)c1ccccc1NC(=O)c1ccccc1	2.5%	2
O=C(Nc1ccccc1N1CCN(c2ccccc2)CC1)c1ccccc1F	-1.7%	7
O=C(NCC(=O)N(Cc1ccco1)C(C(=O)NC1CCCCC1)c1cccnc1)c1ccco1 (stereo unspecified)	0.0%	-1
Cc1nnc2ccc(N3CCC(C(N)=O)(N4CCCCC4)CC3)nn12	-3.9%	.
COc1ccc(OCC(O)CN2CCCCC2)cc1 (stereo unspecified)	-2.2%	9
CCOCCOC(=O)c1[nH]c2c(c1C)C(=O)CC(c1ccc(N(C)C)cc1)C2 (stereo unspecified)	-1.0%	9
CCC(=O)N1CCN(c2ccc(OC)cc2[N+](=O)[O-])CC1	-3.9%	.
C#CCOCCOCCOCCNc1nc(N2CCN(C(=O)[C@H]([C@@H](C)CC)n3cc([C@@H](N)CO)nn3)CC2)nc(N2CCN(C(=O)[C@H](Cc3ccc(O)cc3)n3cc([C@@H](N)C(C)CC)nn3)CC2)n1 (stereo partly specified)	-1.7%	.
O=[N+]([O-])c1ccc(C(=Nc2cccc3ccccc23)N2CCOCC2)cc1	2.9%	.
CC1=NN(C(C#N)c2ccc([N+](=O)[O-])cc2)C(C)(C)C1 (stereo unspecified)	-1.5%	13
CCCCCCC(=O)N/N=C/c1ccc(Br)cc1	2.6%	.
Cc1ccc(NC(=O)CCSCCc2ccccn2)cc1	3.2%	-7
CN(C)Cc1nnnn1-c1cccc(-n2nnnc2CN(C)C)c1	11%	.
CCc1cccc(CC)c1NC(=O)CCCSc1nc2ccccc2s1	-4.9%	-6
COc1ccc(-c2ccc(=O)n(CC(=O)NC3CCc4ccccc43)n2)cc1OC (stereo unspecified)	1.7%	-7
CN(c1ccccc1C(=O)Nc1ccc2c(c1)OCO2)S(C)(=O)=O	-2.9%	5
Cn1nc(C(F)(F)F)c(/C=N/OC(=O)c2ccccc2Cl)c1SCc1ccc(Cl)cc1	3.0%	0
CSc1nnc(CCCCCCCCc2nnc(SC)o2)o1	2.9%	0
Cc1nonc1OCCNCc1c(C(=O)N(C)C)nc2ccc(Cl)cn12	3.8%	8
Nc1nnc(SCC(=O)Nc2ccc(F)c(Cl)c2)n1-c1ccccc1	-0.5%	.
O=c1oc2ccccc2cc1-c1ccccc1	0.3%	.
CCOC(=O)N1CCN(C(=O)Cn2nc(C)c3sc4ccccc4c3c2=O)CC1	1.9%	-6
Clc1ccc(C(c2ccccc2)N2CCN(c3ccccn3)CC2)cc1 (stereo unspecified)	.	40
Cc1ccc(C(=O)N2CCN(c3ccccc3Cl)CC2)cc1[N+](=O)[O-]	-3.7%	8

A second format for some results above:
| Compound | M. tuberculosis GlmU | RmlCD inh 1536 |
| --- | --- | --- |
| Cc1nonc1OCCNCc1c(C(=O)N(C)C)nc2ccc(Cl)cn12 | 3.8% | 8 |
| Nc1nnc(SCC(=O)Nc2ccc(F)c(Cl)c2)n1-c1ccccc1 | -0.5% | . |

Carrying on.
SMILES	M. tuberculosis GlmU	RmlCD inh 1536
O=C(NC1CCCC1)c1cccc(Oc2ccccc2)c1	0.1%	5
O=C(COC(=O)/C=C/c1cccc([N+](=O)[O-])c1)NCCCN1CCCC1=O	-0.7%	-7
COc1ccc2oc3ccc(OC)cc3c(=O)c2c1	0.4%	1
O=C(CNC(=S)NC(=O)C1CCCCC1)c1ccccc1	2.3%	7
CN(CC(=O)Nc1cccc([N+](=O)[O-])c1)S(=O)(=O)c1ccccc1	0.5%	-12
CCCOc1ccc(N2C(=O)CC(N3CCN(C(=O)c4ccco4)CC3)C2=O)cc1 (stereo unspecified)	3.1%	-16
Cc1ccc(NC(=O)CN2C(=O)S/C(=C\c3cc(C)n(C)c3C)C2=O)cc1	4.4%	.
CCN(CC)S(=O)(=O)c1ccc(N2Cc3ccccc3C2=N)cc1	-5.5%	20
COc1ccc(CCNC(=O)COc2ncnc3ccccc23)cc1OC	3.1%	-19
Cc1ccc(Cn2c(CN3CCOCC3)nc3c2c(=O)n(C)c(=O)n3C)cc1	-4.2%	.
O=C(O)Cn1c(-c2cscn2)nc2ccccc21	-3.2%	.
CCOc1cc(C)c(S(=O)(=O)N2CCCCC2)cc1C	0.3%	7
Cc1[nH]c(=O)[nH]c(=O)c1N(C)C	-3.0%	0
CCOc1ccc2nc(NC(=O)c3ccc(OC)c(S(=O)(=O)N4CCOCC4)c3)sc2c1	0.1%	-10
CS(=O)(=O)N(CC(=O)N1CCN(c2ccc(F)cc2)CC1)c1cccc(Cl)c1	4.3%	8
Cc1cccc(CC(=O)c2c[nH]c3ccccc23)c1	0.6%	9
O=c1[nH]c2cc3c(cc2cc1CN(CCCO)C(=S)NCc1ccco1)OCO3	3.5%	9
Cc1ccc(NC(=O)CSc2ccc(-c3cccnc3)nn2)cc1Cl	.	0
Cc1cccc(C(=O)NCC(=O)OCC(=O)N2CCCCC2)c1	-1.2%	9
COC(=O)c1cnc(Nc2cccc(C(F)(F)F)c2)c([N+](=O)[O-])c1	0.7%	10
CC(=O)NCCc1nc2cc(NC(=O)c3cccs3)ccc2n1C	-2.0%	53
O=C1CCC/C1=c1\s/c(=C\c2cccnc2)c(=O)n1-c1ccccc1	-1.9%	.
Nc1cc(=O)[nH]c(SCc2nnc(-c3ccccc3)o2)n1	-4.5%	.
COc1ccccc1C1=NNC(=NCc2ccccc2)SC1	-1.4%	4
CCn1c(COc2ccc(=O)n(-c3ccccc3)n2)nnc1SCc1ccc(OC)cc1	0.8%	.
O=C(CSCc1ccc(Cl)cc1)NCc1ccccn1	-2.0%	-9
CN(Cc1cccc(F)c1)C(=O)c1ccc(S(=O)(=O)C(F)F)cc1	5.5%	5
CCOC(=O)CSc1nc2ccsc2c(=O)n1C1CCN(C(=O)OCC)CC1	3.8%	1
COC(=O)C1=C(C)NC(=O)/C1=C\c1cc(C)n(-c2c(C)cccc2C)c1C	-1.5%	.
O=C(/C=C/c1cccs1)N1CCN(c2ccccc2F)CC1	-5.3%	0
O[C@H]1[C@H](O)[C@@H](O)CN2CC[C@H](O)[C@H]12	-0.6%	.
O=c1oc(-c2ccco2)nc2sc3c(c12)CCCCC3	-1.7%	31
O=C(NNC(=O)C1CCCO1)c1ccc(F)cc1 (stereo unspecified)	2.4%	2
COc1cc2ccccc2cc1C(=O)Nc1ccccc1N1CCN(S(C)(=O)=O)CC1	-1.5%	-2
Cc1nnc(SCC2=C(C(=O)O)N3C(=O)C(NC(=O)c4cccc(F)c4F)C3SC2)s1 (stereo unspecified)	-3.4%	8
O=C(NC(CO)Cc1ccc([N+](=O)[O-])cc1)C(Cl)Cl (stereo unspecified)	-5.9%	-3
CC1CCCN(C(C(=O)Nc2ccc3c(c2)OCO3)c2ccccc2)C1 (stereo unspecified)	-0.9%	-10
O=C(CN(CC1CCCO1)C(=O)CCC(=O)Nc1ccccn1)NCC1CCCO1 (stereo unspecified)	-1.3%	6
COc1cc(C=O)ccc1OCc1ccc(Cl)nc1	2.5%	.
O=C(NC1CCCCCC1)C1CCC(CNS(=O)(=O)c2ccc(Br)s2)CC1 (stereo unspecified)	2.0%	2
O=C(Nc1ccccc1)OCCOc1ccccc1	5.3%	.
Cn1cc(S(=O)(=O)N2CCC(C(N)=O)CC2)c(=O)n(C)c1=O	2.1%	.
CCOCCCNC(=O)/C(C#N)=C/c1ccccc1F	4.3%	-13
Cc1ccc(C(=O)N/N=C2\CCCc3ccccc32)c(C)c1	0.3%	-10
Nc1nc(CN2CCN(c3ccccc3)CC2)nc(Nc2ccc(Cl)cc2)n1	-4.1%	8
CCCOc1ccc(-c2c(C(=O)N/N=C/c3ccc(OC)cc3)nnn2-c2nonc2N)cc1	7.1%	6
CCn1c(Cc2ccccc2)nnc1SCC(=O)OC(C)C	-0.7%	-3
CCOC(=O)c1[nH]c2cc(OC)c(OC)cc2c1N	8.3%	-6
Cn1nccc1/C=C(/C#N)S(=O)(=O)c1ccccc1	1.3%	-8
CCCCOC(=O)Nc1ccc(S(=O)(=O)Nn2cnnc2)cc1	3.1%	-7
Cc1nc(NC(=S)NC(=O)c2cccs2)ccc1Br	2.6%	-12
CCn1c(=O)n(CC(=O)Nc2ccc(F)cc2)c(=O)c2ccccc21	2.2%	-8
CCOC(=O)c1ccc(Oc2c(C)oc3cc(OS(C)(=O)=O)ccc3c2=O)cc1	2.9%	9
COc1c(OC)c(O)c2c(=O)c(O)c(-c3ccccc3)oc2c1OC	-0.1%	56
COc1ccc(S(=O)(=O)N2CCCC(C(=O)NCCC(C)C)C2)cc1 (stereo unspecified)	-5.9%	2
CCc1nc(SCC(=O)Nc2nccs2)c2oc3ccccc3c2n1	.	2
Cc1ccc(-n2nnnc2SCC(=O)NC2CCCc3ccccc32)cc1 (stereo unspecified)	0.2%	.
COc1ccc(CNC(=S)NC(C)CCc2ccccc2)cc1 (stereo unspecified)	-1.9%	.
C=CCn1c(N2CCCCCC2)nc2c1c(=O)[nH]c(=O)n2C	2.1%	47
CN(C(=O)c1ccc(COc2ccccc2Br)o1)c1ccccc1	-5.7%	14
New compounds follow:
SMILES	M. tuberculosis GlmU	RmlCD inh 1536
COc1ccc(N=NC2=C(O)CC(C)(C)CC2=O)cc1	5.5%	0
O=C(NCc1ccncc1)C(=O)Nc1nccs1	1.8%	-11
CCCCNC(=O)CSc1nnc(-c2ccco2)n1C	4.3%	-1
CN(CC(=O)NCCCN1CCOCC1)S(=O)(=O)c1ccc(Br)cc1	0.2%	.
CC(C)n1c(-c2ccccc2F)n[nH]c1=S	-0.5%	.
CSc1ccc(NC(=O)Nc2cc(C)ccn2)cc1	3.5%	.
CN(C)CCCNc1nc(N)c([N+](=O)[O-])c(NCCO)n1	-3.8%	-2
CN(C)C(=O)CNc1n[nH]c(=S)[nH]c1=O	-0.7%	13
Cc1ccoc1C(=O)Nc1cccc(Oc2ccccc2)c1	-7.2%	33
c1ccc(-c2noc(-c3ccno3)n2)nc1	3.0%	-10

By substructure, the compounds so far containing fluorine.
SMILES	M. tuberculosis GlmU	RmlCD inh 1536
O=c1[nH]c(=O)n(CCc2ccc(F)cc2)c(O)c1C=NCCCN1CCOCC1	1.8%	-11
O=C(Nc1ccccc1N1CCN(c2ccccc2)CC1)c1ccccc1F	-1.7%	7
Cn1nc(C(F)(F)F)c(/C=N/OC(=O)c2ccccc2Cl)c1SCc1ccc(Cl)cc1	3.0%	0
Nc1nnc(SCC(=O)Nc2ccc(F)c(Cl)c2)n1-c1ccccc1	-0.5%	.
CS(=O)(=O)N(CC(=O)N1CCN(c2ccc(F)cc2)CC1)c1cccc(Cl)c1	4.3%	8
COC(=O)c1cnc(Nc2cccc(C(F)(F)F)c2)c([N+](=O)[O-])c1	0.7%	10
CN(Cc1cccc(F)c1)C(=O)c1ccc(S(=O)(=O)C(F)F)cc1	5.5%	5
O=C(/C=C/c1cccs1)N1CCN(c2ccccc2F)CC1	-5.3%	0
O=C(NNC(=O)C1CCCO1)c1ccc(F)cc1 (stereo unspecified)	2.4%	2
Cc1nnc(SCC2=C(C(=O)O)N3C(=O)C(NC(=O)c4cccc(F)c4F)C3SC2)s1 (stereo unspecified)	-3.4%	8
CCOCCCNC(=O)/C(C#N)=C/c1ccccc1F	4.3%	-13
CCn1c(=O)n(CC(=O)Nc2ccc(F)cc2)c(=O)c2ccccc21	2.2%	-8
CC(C)n1c(-c2ccccc2F)n[nH]c1=S	-0.5%	.

Not all compounds are listed, so the mix of outcomes need not match the whole.
